# HTR5A ag ctr: activates human HTR5A in OPRM1-OPRD1 agonist counter-screen. actives 0.61% (n = 340,000). activation, % at 9.3 µM. P47898. HTR5A agonist assay, luminescence, cell-based. AID 504692; in the data active = activation mostly above about 9.5%, no sharp cut-off; inactive = mostly below about 7.6%;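 also: 0% = cells with vehicle only and 100% = reference agonist; strong numbers were not always called active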
# Cardiac RTF inh: cardiac RTF calcium desensitization | P19429+P45379 | inhibition, % at 7.15 µM | actives 0.12% (n = 340,000) | IANBD-labeled cardiac RTF, Ca2+ fluorescence;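 active = inhibition above the mean inhibition of all tested compounds plus 3 SD, cut at about 17% in these data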;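 also: assay run at fixed EC70 calcium of 1.6 mM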
# HTR5A inv ag: HTR5A inverse agonism, opioid heterodimer counter-screen; HTR5A cell line, luminescence; inhibition, % at 9.3 µM; AID 504634; actives 0.083% (n = 340,000); in the data active = inhibition mostly above about 23%, no sharp cut-off; inactive = mostly below about 18%;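 also: 0% = cells with DMSO and 100% = no-cell wells with DMSO; some compounds called inactive have numbers as strong as hits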
# MOR-DOR inv ag: mu-delta opioid heterodimer inverse agonism | P35372+P41143 | inhibition, % at 9.3 µM | actives 0.21% (n = 340,000) | cell-based MOR-DOR heterodimer luminescence | AID 504357; in the data active = inhibition above about 22%, passing the limit was not always enough;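 also: 0% = cells with DMSO and 100% = wells without cells with DMSO; values of inactives mirror those of a sister screen read the other way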
# Target sequence (P35372 whole entry, looked up): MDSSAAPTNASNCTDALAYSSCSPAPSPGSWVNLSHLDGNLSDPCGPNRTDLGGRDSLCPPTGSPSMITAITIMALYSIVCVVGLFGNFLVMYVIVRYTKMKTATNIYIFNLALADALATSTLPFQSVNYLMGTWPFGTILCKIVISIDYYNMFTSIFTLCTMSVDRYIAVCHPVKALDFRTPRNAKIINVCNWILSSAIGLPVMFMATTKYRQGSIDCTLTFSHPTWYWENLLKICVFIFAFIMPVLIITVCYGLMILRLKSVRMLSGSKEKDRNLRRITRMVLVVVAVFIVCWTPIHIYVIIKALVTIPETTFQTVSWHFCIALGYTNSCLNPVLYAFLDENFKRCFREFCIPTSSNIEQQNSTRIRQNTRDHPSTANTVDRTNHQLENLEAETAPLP
# Target sequence (P41143 whole entry, looked up): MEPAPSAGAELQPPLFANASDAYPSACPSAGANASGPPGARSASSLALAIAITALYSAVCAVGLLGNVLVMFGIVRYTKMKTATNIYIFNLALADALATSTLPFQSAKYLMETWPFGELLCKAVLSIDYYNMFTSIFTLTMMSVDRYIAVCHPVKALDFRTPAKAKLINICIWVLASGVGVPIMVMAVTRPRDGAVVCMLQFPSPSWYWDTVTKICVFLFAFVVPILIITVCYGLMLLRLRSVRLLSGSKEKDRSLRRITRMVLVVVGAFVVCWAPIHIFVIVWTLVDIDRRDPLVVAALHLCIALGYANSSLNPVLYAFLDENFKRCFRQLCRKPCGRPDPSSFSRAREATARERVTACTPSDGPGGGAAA
# MOR-DOR ag: OPRM1-OPRD1 heterodimerization agonism; activation, % at 9.3 µM; cells, luminescence; P35372+P41143; AID 504326; actives 0.3% (n = 340,000); in the data active = activation above about 18%;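 also: 0% = vehicle-treated cells and 100% = reference agonist; values of inactives mirror those of a sister screen read the other way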
# Keap1-Nrf2 PPI: inhibitors of human Keap1-Nrf2 protein-protein interaction. Q14145. Keap1 Kelch-Nrf2 peptide fluorescence polarization, 1536-well. inhibition, % at 9.4 µM. actives 0.15% (n = 340,000). AID 504523; in the data active = inhibition above about 12%;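 also: human Keap1 Kelch domain with fluorescein labeled Nrf2 9mer peptide probe; 0% = neutral control wells and 100% = peptide positive control; higher means more block of Keap1 binding to Nrf2 peptide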
# CAL PDZ FP: CAL PDZ (human) peptide binding inhibition; actives 0.92% (n = 300,000); inhibition, % at 24.9 µM; purified CAL PDZ, TMR-peptide fluorescence polarization, 1 h; Q9HD26; AID 602252;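 active = mean inhibition of at least 30% with at least half of replicates also reaching 30%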;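 also: 0% = DMSO neutral control and 100% = excess unlabeled competitor peptide PRC23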
# LANA DNA inh: KSHV C-LANA DNA binding inhibition; inhibition, % at 9 µM; actives 0.078% (n = 340,000); MBP-C-LANA/FAM-LBS DNA binding, fluorescence polarization;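 active = highest replicate inhibition at or above 60% at 9 µM, even if other replicates fall short; inactive = all replicates below 60% inhibition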;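 also: 0% = neutral control wells and 100% = 4 µM acridine orange control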
# V-ATPase pHluor: yeast V-ATPase proton transport regulation by pHLuorin; S. cerevisiae, pHLuorin cytosolic pH fluorescence; response, % at 10 µM; actives 0.37% (n = 350,000); AID 504577; in the data active = response mostly above about 7.3%, no sharp cut-off; inactive = mostly below about 5.4%; also: actives read high; inactives centre near 0; some compounds called inactive have numbers as strong as hits; reference of the scale not given here
# RTF Ca sens act: increases calcium sensitivity of human cardiac regulated thin filaments; IANBD-labeled TnC RTF fluorescence at EC20 calcium; 0% EC20 calcium, 100% full calcium; activation, % at 7.2 µM; actives 0.24% (n = 340,000); AID 493008;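 active = activation above the mean over all tested compounds plus 3 SD, cut at about 30% in these data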;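 also: rise in fluorescence read as greater calcium sensitivity of cardiac thin filaments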
# Starred values were filed as active, the others as inactive; . = no result given.
SMILES,HTR5A ag ctr,Cardiac RTF inh,HTR5A inv ag,MOR-DOR inv ag,MOR-DOR ag,Keap1-Nrf2 PPI,CAL PDZ FP,LANA DNA inh,V-ATPase pHluor,RTF Ca sens act
Cc1cc(N2CCN(C)CC2)n2cc(-c3ccc(F)cc3)nc2n1,-2,7,12,19,-3.7,0,-4,1.0,-1,-3
Cc1[nH]c2ccccc2c1C(c1ccccn1)c1c(C)[nH]c2ccccc12,-5,-7,20,-10,1.8,-3,-2,-0.1,-2,-6
COc1ccc(CCNC(=O)C2CCCN(S(C)(=O)=O)C2)cc1OC (configuration not stated),2,-4,-4,13,-2.3,-2,-2,1.8,1,2
CCN(CC)c1ccc(NC(=O)COC(=O)CCC(=O)c2ccc(F)cc2)cc1,1,-11,-15,-8,1.6,1,-2,1.3,-1,-2
O=C(O)c1ccccc1-c1ccccc1C(=O)Nc1cccc(Br)c1,0,-7,1,0,0.0,-1,-4,0.0,2,-2
Cc1cc(C)c(NC(=O)CN(c2ccccc2)S(=O)(=O)N(C)C)c(C)c1,1,-2,25,5,-0.8,0,1,-0.7,1,10
COc1cc(N/C(N)=N/c2nc(C)cc(C)n2)c(OC)cc1Cl,1,-16,-2,15,-2.9,-1,-2,-0.9,-3,-7
O=C(/C=C/c1ccc([N+](=O)[O-])cc1)NCCc1ccccc1,-2,2,9,-4,0.6,2,4,-0.3,-3,-9
CC(=O)c1cc2c(cc1NC(=O)CN(C)S(=O)(=O)c1cccs1)OCO2,-5,-6,12,14,-3.5,-5,-5,0.5,1,-1
CN(CCCOc1ccccc1F)Cc1ccccc1,-2,-9,8,-16,3.4,-7,24,-3.6,-2,0
CCn1nc(NC(=O)c2cccs2)c2cc3ccccc3nc21,6,-7,28,5,-0.7,0,6,-0.9,2,-8
COc1ccccc1Cn1cnc2cccnc21,1,0,-4,12,-2.2,0,.,-3.2,2,3
CCCCNC(=O)C1CCN(C/C(C)=C/c2ccccc2)CC1,5,4,22,14,-2.3,0,0,-0.4,-1,0
COc1ccc(N2C(=S)N=C(Nc3cccc(C)c3)C23CCCCC3)cc1,4,-9,-17,-14,2.7,-3,-1,-0.7,-2,5
Cc1nc2ccccc2cc1C(=O)N/N=C/c1cccs1,5,-6,-11,0,0.0,-6,0,1.3,-1,-7
CC(=O)Oc1ccc(NC(=O)Cc2ccccc2)cc1,2,-1,-6,19,-3.6,0,.,0.2,-7,-3
Oc1[nH]c2ccccc2c1C1=NCCCC1,-5,-19,-8,9,-1.6,3,-2,-1.2,-2,0
O=C(Cn1nc(C(=O)O)c2ccccc2c1=O)Nc1cc(S(=O)(=O)N2CCOCC2)ccc1Cl,1,4,-4,11,-2.3,-2,-4,2.0,-2,-3
Nc1nc2ccccc2n1/N=C/c1cccnc1,-6,5,-9,4,-0.8,-2,-4,-0.8,0,-7
Cc1ccc(/C=C/C(=O)Nc2nnc(SCc3ccc(C#N)cc3)s2)o1,3,-10,2,-13,3.0,-11,-3,1.9,2,7
COCCNC(=O)Nc1ccc2nc(-c3cccs3)c(-c3cccs3)nc2c1,3,-10,-20,-7,1.3,6,0,1.8,1,-6
Cc1cc(Cn2ccnc2)c(C)cc1Cn1ccnc1,6,-4,12,-8,1.6,0,.,2.2,2,9
Cn1cccc1/C=N/N1CCN(Cc2ccccc2)CC1,6,-1,-5,14,-2.7,-6,-6,0.1,1,4
COC(=O)c1ccc(NC(=O)CSc2nnc(-c3ccncc3)n2C)cc1,-1,0,-9,16,-3.3,-1,-1,0.5,-1,0
Cc1ccc(-c2ccc(/C=C(\C#N)C(N)=S)o2)c([N+](=O)[O-])c1,0,0,-1,-6,1.1,-6,-2,-0.9,-2,0
CC(Sc1nnc(C2CC2)n1C1CC1)C(=O)N(C)Cc1cccc(F)c1 (configuration not stated),-2,-1,8,5,-0.9,-12,.,0.3,1,-1
Cc1cccc(C(=O)NCCCNC(=O)c2ccco2)c1,2,1,-6,16,-3.0,-3,0,0.5,0,-3
O=C(NCCN1CCCCC1)Nc1cccc(F)c1,2,-7,-8,13,-2.7,-6,2,1.0,1,-3
CN(C)c1ccc(/C=C(\C#N)c2ccccn2)cc1,1,-14,-3,-7,1.2,-4,-4,1.6,0,10
Nc1ncc(Br)cc1Br,5,-4,-14,6,-1.0,4,3,-0.4,-6,0
CCOC(=O)c1sc(C)c2c1NC(c1ccc(N(C)C)cc1)NC2=O (configuration not stated),9,-9,-22,-13,3.1,2,-3,0.7,-1,-3
COc1ccc(-c2cc(C(=O)Nc3c(C)nn(Cc4ccccc4)c3C)no2)cc1,8,-4,-18,-35,6.3,0,0,0.6,-1,-1
CN(C)S(=O)(=O)NCCNc1ccc(C(F)(F)F)cc1[N+](=O)[O-],3,-5,-7,4,-0.8,1,-5,-1.1,8,-1
Cc1ccc2nc(SCC(=O)Nc3cccnc3Cl)[nH]c2c1,8,2,-22,-20,4.8,2,-3,-0.5,3,2
CC(C)CCNC(=O)C1CCCN(S(=O)(=O)c2ccc(F)cc2)C1 (configuration not stated),-1,6,13,6,-1.1,-2,-2,0.3,4,-3
Nc1ccc(C(=O)N/N=C\C=C\c2cccc([N+](=O)[O-])c2)cc1,-4,13,11,9,-1.8,4,2,-1.4,0,-2
COc1ccc(NC(=O)CSCC(=O)N(C)Cc2ccc(Cl)c(Cl)c2)cc1,0,0,0,4,-0.9,-1,-1,1.0,2,-1
Cc1cc(Cl)c(S(=O)(=O)N2CCN(c3ccccn3)CC2)cc1OCC(N)=O,5,-2,-7,10,-1.9,2,-2,3.7,-2,5
COc1ccc(OC)c(S(=O)(=O)N2CCCCC2C(=O)O)c1 (configuration not stated),5,-2,14,1,-0.2,-3,-5,-0.6,3,4
COc1cc(C2C(C#N)=C(N)N(c3ccc(F)cc3)C3=C2S(=O)(=O)CC3)ccc1O (configuration not stated),-4,-8,12,-1,0.2,-2,-2,4.5,-3,11
Clc1ccc2c(NCc3ccccc3)ccnc2c1,7,-20,-19,-6,1.2,-2,-5,-0.4,5,2
CC1CCN(C(=O)c2nc[nH]c2C(=O)N2CCc3ccccc3C2)CC1,7,3,-14,13,-2.3,-4,-2,0.2,0,-5
CCOC(=O)C1(CCCc2ccccc2)CCN(C(=O)CSC)CC1,0,2,0,7,-1.5,-5,-6,2.5,-3,0
Cc1nc(SCc2ccccc2)[nH]c(=O)c1CC(=O)OCC(C)C,3,3,-12,7,-1.4,0,7,-0.4,-2,3
COc1ccc(C2CC(c3ccncc3)=NN2c2ccc(S(N)(=O)=O)cc2)cc1 (configuration not stated),2,-23,-6,17,-3.3,-5,-6,14,0,12

# The final three compounds of the section above lead into the next.
SMILES,HTR5A ag ctr,Cardiac RTF inh,HTR5A inv ag,MOR-DOR inv ag,MOR-DOR ag,Keap1-Nrf2 PPI,CAL PDZ FP,LANA DNA inh,V-ATPase pHluor,RTF Ca sens act
CCOC(=O)C1(CCCc2ccccc2)CCN(C(=O)CSC)CC1,0,2,0,7,-1.5,-5,-6,2.5,-3,0
Cc1nc(SCc2ccccc2)[nH]c(=O)c1CC(=O)OCC(C)C,3,3,-12,7,-1.4,0,7,-0.4,-2,3
COc1ccc(C2CC(c3ccncc3)=NN2c2ccc(S(N)(=O)=O)cc2)cc1 (configuration not stated),2,-23,-6,17,-3.3,-5,-6,14,0,12
Cc1nn(C)c(C)c1/C=C/C(=O)c1ccccc1,3,0,10,5,-0.9,-5,-7,-0.2,-1,-2
Cc1ccc(CNC(=O)C2(C)Oc3ccccc3NC2=O)cc1 (configuration not stated),9,-5,-8,-7,1.4,-2,14,0.6,4,10
Nc1nc(SCC(=O)Nc2ccc(F)cc2)[nH]c(=O)c1NC(=O)c1ccc(F)c(F)c1,8,-2,11,17,-3.2,-4,0,-2.8,1,-3
CN(C)c1ccc(/C=N/NC(=O)c2ccc(CN3CCOCC3)cc2)cc1Br,.,.,.,.,.,-3,12,-0.7,-3,.
O=C(NC1CC1)C1CCN(C2CCN(C(=O)CSc3ccccc3)CC2)CC1,0,-4,12,14,-2.8,-1,-4,0.7,1,1
CCCn1c(SC(C)C(=O)NCC2CCCO2)nc2sc(CC)cc2c1=O (configuration not stated),-2,0,-9,9,-1.6,0,-5,0.3,0,-6
Cc1[nH]n(-c2ccccc2)c(=O)c1C(=O)c1cccc(F)c1,-6,2,-23,-5,0.9,5,.,-0.7,1,-2
Cc1ccc(C(=O)C2COC(=O)C2)cc1 (configuration not stated),2,-6,24,9,-1.8,-2,-3,0.7,-1,-5
Brc1csc(C=Nc2ccc3c(c2)OCCOCCOCCOCCO3)c1,-1,1,6,11,-2.2,3,-2,-2.8,0,6
Cc1noc(C)c1CSc1nnc(-c2ccccc2)o1,1,-15,-3,-7,1.4,0,-2,-1.9,-3,3
Cn1c(N)c(C(=O)c2ccc(Oc3ccccc3)cc2)c(=O)n(C)c1=O,-2,-13,6,-3,0.5,0,0,-1.0,-1,-2
CN1C2CCC1/C(=C\c1ccc(F)cc1)C(=O)/C2=C/c1ccc(F)cc1,2,11,-6,-17,3.1,1,-3,-0.9,-3,-3
Cc1occc1C(=O)Nc1ccc2c(c1)OCCO2,-3,-3,7,6,-1.2,4,2,1.1,1,2
Cc1c(C(=O)N2CCN(Cc3cccs3)CC2)oc2ccccc12,2,-2,10,0,0.0,-1,-4,0.3,-2,2
Cc1ccc(OCC(=O)N(c2ccccn2)C2CCCCC2)c(C)c1,-3,-4,-10,-3,0.5,1,-1,0.4,-6,5
COc1cc2c3c(c1OC)C1(C=CC(=NO)C=C1)CC3N(C(C)=O)CC2 (configuration not stated),5,-5,0,9,-1.4,5,-3,0.7,-3,-1
O=C(Nc1ccc(NC(=O)C2CC2)nc1)c1cccnc1,3,2,9,3,-0.6,-3,-2,-1.8,4,5
CC(=O)c1cccc(NC(=O)CSc2nc(=O)n(CCCN3CCOCC3)c3c2CCC3)c1,0,10,14,26,-5.3,2,-1,1.1,-4,-6
COC(=O)c1nn(-c2ccc(-c3ccccc3)cc2)cc1O,-2,-12,17,-8,1.3,5,-5,-0.3,-5,-2
O=C(O)c1ccc(/C=N/NC(=O)c2cc3ccccc3cc2O)cc1,5,1,-12,9,-2.2,-1,46*,3.1,-2,-5
O=C(CCc1nc2ccccc2s1)Nc1ccccc1,-3,10,-34,4,-0.7,-2,0,1.0,1,-6
Cc1cnc2c(c1)C(=O)c1ccccc1-2,-2,-2,9,-1,0.2,-6,-1,1.8,0,6
COc1ccc(-n2c(CSc3nc(C)cc(C)n3)nnc2SCC(=O)Nc2nccs2)cc1,2,1,-23,16,-2.6,1,-2,0.7,-2,-7
Cc1ccc(C)c(NC(=O)CSc2nnc(CCNC(=O)OC(C)(C)C)o2)c1,-4,0,8,9,-1.9,3,.,-0.3,7,2
CCOC(=O)c1ccc(Nc2sc(C(=O)c3cccc([N+](=O)[O-])c3)c(N)c2C#N)cc1,-2,-4,8,12,-2.3,1,-2,3.2,2,2
CCN(CC)S(=O)(=O)c1cccc(C(=O)OCC(=O)C23CC4CC(CC(C4)C2)C3)c1,-3,-2,2,11,-2.5,-2,.,0.3,0,4
COC(=O)c1sc(-c2ccc(Cl)cc2)cc1NC(=O)/C=C/C(=O)O,3,-7,12,8,-1.6,-2,.,2.1,0,3
